ATXN viability = Viability Counterscreen for Primary qHTS for Inhibitors of ATXN expression; S2 cells (HEK-293 line with an ATXN2-luciferase reporter) viability, CellTiter-Fluor protease fluorescence, 24 h; hit rate 0.49% among 400,000; Potency, µM (highest dose often 56.7 µM), hits mostly cytotoxic; also: potency is read from the fitted curve at half-maximal effect; nearly all actives have a fitted effect of over 40% in size
KB-V1 cytotox = qHTS assay for MDR1-selective chemotherapeutics: Primary screen using the drug-selected MDR subline cells KB-V1; hit rate 3.4% among 400,000; Potency, µM (doses to about 46.1 µM), without a hit: at the top dose activity change, negative = cytotoxicity, most hits filed as cytotoxic; AID 1347076, 2019; KB-V1 MDR cells viability, CellTiter-Glo, 72 h; also: potency is read from the fitted curve at half-maximal effect; % is scaled to controls: 0 for no effect and ±100 for the full control effect; nearly all actives have a fitted effect of over 60% in size
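KB-V1, DMEM (no phenol red) + 10% FBS; cpd pin-transferred, titration series; 72 h, 37 degrees C; CellTiter-Glo, luminescence. Data normalized, curve-fit.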
KB-3-1 tox = qHTS assay for MDR1-selective chemotherapeutics: Primary screen using the parental adenocarcinoma cell KB-3-1; KB-3-1 viability, CellTiter-Glo ATP luminescence, 72 h; Potency, µM (highest dose often 46.1 µM), without a hit: at the highest dose activity change, negative = cytotoxic, hits mostly cytotoxic; hit rate 1.4% among 400,000; AID 1347075, 2019; also: potency is read from the fitted curve at half-maximal effect; % is scaled to controls: 0 for no effect and ±100 for the full control effect; nearly all actives have a fitted effect of over 60% in size
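Multi-concentration cytotoxicity screen in KB-3-1 cells grown in DMEM lacking phenol red with 10% FBS. After 72 h at 37 °C with compound, ATP-dependent luminescence was recorded.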
MCF10A rerep = A quantitative high throughput screen for small molecules that induce DNA re-replication in MCF 10a normal breast cells; MCF 10A DNA re-replication, Hoechst nuclear intensity, 48 h; Potency, µM (doses to about 46.1 µM), without a hit: top-dose activity, positive = re-replication, hits mostly activators; hit rate 2.9% among 350,000; also: potency is read from the fitted curve at half-maximal effect; % of control where 0% means no effect; nearly all actives have a fitted effect of over 50% in size
ATXN2 expr inh = Primary qHTS for Inhibitors of ATXN expression. Potency, µM (doses to about 57 µM), for inactives: at the highest dose activity change, negative = inhibition, most hits filed as inhibitors. hit rate 0.72% among 360,000. AID 1745845, 2022. HEK-293 ATXN2-luciferase reporter, luminescence, 24 h; also: potency is read from the fitted curve at half-maximal effect; % is scaled to controls: 0 for no effect and ±100 for the full control effect; nearly all actives have a fitted effect of over 55% in size
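qHTS (up to 57 uM final) was run with 24 h compound exposure of reporter cells at 37 °C. Each well was multiplexed: SteadyGlo luminescence measured ATXN2-luciferase expression after a fluorogenic Gly-Phe-AFC viability readout (25 uM final).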
SW480 rereplic = A quantitative high throughput screen for small molecules that induce DNA re-replication in SW480 colon adenocarcinoma cells; SW480 DNA re-replication, Hoechst DNA content imaging, 48 h; hit rate 1.8% among 340,000; Potency, µM (top dose mostly 46.1 µM), for the others: at the highest dose re-replication activation, usual class: activators; AID 624297, 2012; also: potency is read from the fitted curve at half-maximal effect; % of control where 0% means no effect; nearly all actives have a fitted effect of over 55% in size
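Readout is total intensity of Hoechst-stained nuclei, excited at 405 nm and collected at 500-530 nm. Compound treatment lasted 48 hr at 37 C in 5% CO2 before staining.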
HT1080 IDH1KD tx = qHTS for induction of synthetic lethality in tumor cells producing 2HG: qHTS for the HT-1080-IDH1KD cell line; AID 686971, 2013; Potency, µM (top dose mostly 46.1 µM), for the others: at the top dose activity, negative = toxicity, usual class: cytotoxic; HT-1080 IDH1 knockdown viability, ATP luminescence, 48 h; hit rate 2% among 360,000;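 also: potency is read from the fitted curve at half-maximal effect; 0% = DMSO wells and -100% = cell-free medium wells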
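Viability of IDH1-knockdown HT-1080 fibrosarcoma cells was assessed by CellTiter-Glo after 48 h at 37 °C with titrated compound; concentration-effect curves were classified by fit quality and response size.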
IL-1B inflam inh = qHTS for Inhibitors of Inflammasome Signaling: IL-1-beta AlphaLISA Primary Screen | THP-1 LPS/ATP IL-1B secretion, AlphaLISA, 16 h; hits give low values | activity change, % at 57.5 µM | hit rate 4.7% among 360,000 | AID 743279, 2014; in the data active = activity change below about -50%; inconclusive = mostly about -30% to -49%; also: % is scaled to controls: 0 for no effect and ±100 for the full control effect
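Secreted IL-1B measured by AlphaLISA bead assay after 16 h compound exposure of THP-1 cells; compounds (final up to 57.5 uM) added 1 h before LPS (250 ng/mL) and ATP (1.25 mM) stimulation; lower signal means less secretion.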
HT1080NT lethal = qHTS for induction of synthetic lethality in tumor cells producing 2HG: qHTS for the HT-1080-NT fibrosarcoma cell line | HT-1080-NT fibrosarcoma viability, CellTiter-Glo ATP luminescence, 48 h | Potency, µM (top dose mostly 46.1 µM), without a hit: at the highest dose activity, negative = less viability, hits mostly cytotoxic | hit rate 1.6% among 360,000;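 also: NT is the 2HG producing partner of a matched IDH1 knockdown line; potency is read from the fitted curve at half-maximal effect; 0% = DMSO-treated cells and -100% = media-only wells without cells; nearly all actives have a fitted effect of over 55% in size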
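Toxicity toward the 2HG-producing NT line was scored as %Activity, normalised to DMSO and no-cell wells, from CellTiter-Glo luminescence after 48 hours' treatment.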
* hit, by the source's call; [ ] = dose if it differs, or a comment. Unless noted, calls follow the shape of the dose curve; as a rule, active = well fitted curve in the direction sought with a large enough effect; inconclusive = small, poorly fitted or top-dose-only effect, or another doubt; inactive = no such curve, though single readings can be large; an effect the other way counts as inactive or inconclusive.

How did COc1ccccc1N1CCN(/N=C/C=C\c2ccccc2[N+](=O)[O-])CC1 do in these assays?
ATXN viability: inconclusive; KB-V1 cytotox: 2%; KB-3-1 tox: -7%; MCF10A rerep: -2%; SW480 rereplic: -3%; HT1080 IDH1KD tx: -15%; IL-1B inflam inh: -16; HT1080NT lethal: -8%

How did CCCc1cc(=O)oc2c3c(cc(OCC(=O)NCc4ccncc4)c12)OC(C)(C)CC3 do in these assays?
ATXN viability: inactive; KB-V1 cytotox: inconclusive; KB-3-1 tox: -14%; MCF10A rerep: 0%; ATXN2 expr inh: -23%; SW480 rereplic: -4%; HT1080 IDH1KD tx: -16%; IL-1B inflam inh: inconclusive; HT1080NT lethal: -28%

Results for CCc1ccc(-n2c(SCC(=O)N3CCC(C(=O)O)CC3)nnc2-c2ccncc2)cc1 ?
ATXN viability: inactive; KB-V1 cytotox: 4%; KB-3-1 tox: 16%; MCF10A rerep: -6%; ATXN2 expr inh: -13%; SW480 rereplic: -3%; HT1080 IDH1KD tx: 2%; IL-1B inflam inh: -1; HT1080NT lethal: -2%

What do the screens show for `CC(Oc1ccc(Cl)cc1)C(=O)Nc1ccc(S(=O)(=O)Nc2nccs2)cc1` (stereo not given)?
ATXN viability: inactive; KB-V1 cytotox: -12%; KB-3-1 tox: -11%; MCF10A rerep: -3%; ATXN2 expr inh: -11%; SW480 rereplic: 5%; HT1080 IDH1KD tx: 1%; IL-1B inflam inh: -2; HT1080NT lethal: 2%

How did CCC(C)Nc1sc(S(=O)(=O)CC)nc1S(=O)(=O)c1ccc(C)cc1 (stereo not given) do in these assays?
ATXN viability: inactive; KB-V1 cytotox: -5%; KB-3-1 tox: 0%; ATXN2 expr inh: 3%

How did COc1ccc(NS(=O)(=O)c2cccc(C(=O)NCCc3ccc(S(N)(=O)=O)cc3)c2)cc1 do in these assays?
ATXN viability: inconclusive; KB-V1 cytotox: 0%; KB-3-1 tox: -1%; MCF10A rerep: -2%; SW480 rereplic: 4%; HT1080 IDH1KD tx: 6%; IL-1B inflam inh: 7; HT1080NT lethal: -1%

How did O=C(C=Cc1ccccc1O)c1ccccc1O do in these assays?
ATXN viability: inconclusive; KB-V1 cytotox: inconclusive; KB-3-1 tox: inconclusive; MCF10A rerep: inconclusive; ATXN2 expr inh: -24%; SW480 rereplic: inconclusive; HT1080 IDH1KD tx: 18µM*; IL-1B inflam inh: -97*; HT1080NT lethal: 23µM*

Results for CC(C)(C)CC(=O)Nc1cc2c3c(c1)CCC(=O)N3CCC2 ?
ATXN viability: inactive; KB-V1 cytotox: 15%; KB-3-1 tox: 29%; MCF10A rerep: -2%; ATXN2 expr inh: -2%; SW480 rereplic: -2%; HT1080 IDH1KD tx: -1%; IL-1B inflam inh: -24; HT1080NT lethal: -3%

Results for O=[N+]([O-])c1ccc(N/N=C/c2ccccc2)cc1 ?
ATXN viability: inactive; KB-V1 cytotox: inconclusive; KB-3-1 tox: -7%; MCF10A rerep: inconclusive; ATXN2 expr inh: 33%[activator]; SW480 rereplic: 18%; HT1080 IDH1KD tx: inconclusive; IL-1B inflam inh: -60*; HT1080NT lethal: inconclusive

How did [N-]=[N+]=NC[C@H](Cc1ccccc1)N1CC[C@@H](OCc2ccccc2)CCC1=O do in these assays?
ATXN viability: inactive; KB-V1 cytotox: 0%; KB-3-1 tox: 0%; MCF10A rerep: -7%; ATXN2 expr inh: 11%; SW480 rereplic: 4%; HT1080 IDH1KD tx: -1%; IL-1B inflam inh: -4; HT1080NT lethal: 0%

Results for Cc1ccc(NC(=O)c2ccc(S(=O)(=O)C(F)F)cc2)c(C)c1 ?
ATXN viability: inactive; KB-V1 cytotox: -12%; KB-3-1 tox: -10%; MCF10A rerep: 4%; ATXN2 expr inh: 19%; SW480 rereplic: 2%; HT1080 IDH1KD tx: 7%; IL-1B inflam inh: -17; HT1080NT lethal: 22%

Results for N/C(Cc1ccccc1Sc1ccccc1)=N\O ?
ATXN viability: inactive; KB-V1 cytotox: -18%; KB-3-1 tox: inconclusive; MCF10A rerep: 1%; ATXN2 expr inh: 2%; SW480 rereplic: 0%; HT1080 IDH1KD tx: 3%; IL-1B inflam inh: -2; HT1080NT lethal: 5%

What do the screens show for `O=C(C[C@H]1C=C[C@@H](NC(=O)c2ccncc2)[C@@H](CO)O1)NCC1CC1`?
KB-V1 cytotox: -4%; KB-3-1 tox: -1%; HT1080 IDH1KD tx: 20%; IL-1B inflam inh: 3; HT1080NT lethal: 14%

What do the screens show for `Cc1cc(NC(=O)COC(=O)c2c(C)c(C)c(C)c(C)c2C)no1`?
ATXN viability: inactive; KB-V1 cytotox: 9%; KB-3-1 tox: 8%; MCF10A rerep: inconclusive; ATXN2 expr inh: -26%; SW480 rereplic: 4%; HT1080 IDH1KD tx: 24%; IL-1B inflam inh: -9; HT1080NT lethal: 11%

What do the screens show for `Cc1cc(-c2ccccc2)nc(SCC(=O)c2cccc([N+](=O)[O-])c2)n1`?
ATXN viability: inactive; KB-V1 cytotox: inconclusive; KB-3-1 tox: 3%; MCF10A rerep: inconclusive; ATXN2 expr inh: 3%; SW480 rereplic: 16µM*; HT1080 IDH1KD tx: inconclusive; IL-1B inflam inh: -20; HT1080NT lethal: inconclusive

Results for CC1CCC(NC(=O)CCn2ccc3cc(S(=O)(=O)N4CCCC4)ccc32)CC1 (stereo not given) ?
ATXN viability: inactive; KB-V1 cytotox: -19%; KB-3-1 tox: 3%; MCF10A rerep: 8%; ATXN2 expr inh: -10%; SW480 rereplic: -6%; HT1080 IDH1KD tx: -1%; IL-1B inflam inh: 0; HT1080NT lethal: -9%

How did COc1ccccc1CNC(=O)COC(=O)CC1CC2CCC1C2 (stereo not given) do in these assays?
ATXN viability: inconclusive; KB-V1 cytotox: 4%; KB-3-1 tox: 5%; MCF10A rerep: -1%; ATXN2 expr inh: 6%; SW480 rereplic: 2%; HT1080 IDH1KD tx: 3%; IL-1B inflam inh: 2; HT1080NT lethal: 3%

How did CCOCCCN1CN(Cc2ccco2)CNC1=S do in these assays?
ATXN viability: inactive; KB-V1 cytotox: 0%; KB-3-1 tox: 18%; MCF10A rerep: -1%; ATXN2 expr inh: 10%[11.3 µM]; SW480 rereplic: 0%; HT1080 IDH1KD tx: 6%; IL-1B inflam inh: 10; HT1080NT lethal: 16%

What do the screens show for `COCCNC(=O)c1ccccc1NC(=O)C1COc2ccccc2O1` (stereo not given)?
ATXN viability: inactive; KB-V1 cytotox: -28%; KB-3-1 tox: 0%; MCF10A rerep: 10%; ATXN2 expr inh: -1%; SW480 rereplic: 1%; HT1080 IDH1KD tx: 7%; IL-1B inflam inh: 1; HT1080NT lethal: 4%

Results for CN1CCN(C(=O)c2ccc(-c3cnc4cccnn34)cc2)CC1 ?
ATXN viability: inactive; KB-V1 cytotox: 7%; KB-3-1 tox: 0%; ATXN2 expr inh: 8%; HT1080 IDH1KD tx: 0%; IL-1B inflam inh: -17; HT1080NT lethal: 23%

How did CCN(CC)c1ccc(S(=O)(=O)N2CCOCC2)cc1NC(=O)CSc1cccc[n+]1[O-] do in these assays?
ATXN viability: inactive; KB-V1 cytotox: -12%; KB-3-1 tox: 3%; MCF10A rerep: 4%; ATXN2 expr inh: -15%; SW480 rereplic: -1%; HT1080 IDH1KD tx: 16%; IL-1B inflam inh: -4; HT1080NT lethal: 5%

What do the screens show for `Cc1ccc2c(=O)n3c(nc2c1)C(Cc1ccccc1)NC(=O)c1cccnc1-3` (stereo not given)?
ATXN viability: inactive; KB-V1 cytotox: 1%; KB-3-1 tox: 0%; ATXN2 expr inh: 2%; HT1080 IDH1KD tx: 6%; IL-1B inflam inh: 8; HT1080NT lethal: 1%

What do the screens show for `CCOc1ccc(-c2nc(C#N)c(N3CCN(Cc4ccccc4)CC3)o2)cc1`?
ATXN viability: inactive; KB-V1 cytotox: 14%; KB-3-1 tox: 0%; MCF10A rerep: 13%; ATXN2 expr inh: -2%; SW480 rereplic: -2%; HT1080 IDH1KD tx: -6%; IL-1B inflam inh: -5; HT1080NT lethal: 1%

What do the screens show for `COC(=O)C(O)(CC(=O)Nc1ccccc1OC)C(F)(F)F` (stereo not given)?
ATXN viability: inactive; KB-V1 cytotox: 9%; KB-3-1 tox: -2%; MCF10A rerep: -2%; ATXN2 expr inh: -1%; SW480 rereplic: -1%; HT1080 IDH1KD tx: 17%; IL-1B inflam inh: 5; HT1080NT lethal: 18%

What do the screens show for `O=C(C1CCC(CNS(=O)(=O)c2ccc(Br)s2)CC1)N1CCN(c2ccc(F)cc2)CC1` (stereo not given)?
ATXN viability: inactive; KB-V1 cytotox: inconclusive; KB-3-1 tox: -29%; ATXN2 expr inh: -21%

How did CC(=O)c1ccc(-n2nncc2-c2ccc([N+](=O)[O-])cc2)cc1 do in these assays?
ATXN viability: inactive; KB-V1 cytotox: -21%; KB-3-1 tox: -1%; MCF10A rerep: 2%; ATXN2 expr inh: -9%; SW480 rereplic: -11%; HT1080 IDH1KD tx: 2%; IL-1B inflam inh: 10; HT1080NT lethal: -1%

2 neighbouring compounds from above:
What do the screens show for `O=C(C1CCC(CNS(=O)(=O)c2ccc(Br)s2)CC1)N1CCN(c2ccc(F)cc2)CC1` (stereo not given)?
ATXN viability: inactive; KB-V1 cytotox: inconclusive; KB-3-1 tox: -29%; ATXN2 expr inh: -21%

How did CC(=O)c1ccc(-n2nncc2-c2ccc([N+](=O)[O-])cc2)cc1 do in these assays?
ATXN viability: inactive; KB-V1 cytotox: -21%; KB-3-1 tox: -1%; MCF10A rerep: 2%; ATXN2 expr inh: -9%; SW480 rereplic: -11%; HT1080 IDH1KD tx: 2%; IL-1B inflam inh: 10; HT1080NT lethal: -1%

Screens deposited in PubChem by National Center for Advancing Translational Sciences (NCATS).
